Screening data as filed in PubChem BioAssay.
S100A4 inh HTS = inhibitors of S100A4-myosin IIA peptide binding, primary screen, biochemical, fluorescence polarization, TAMRA-MyoIIA peptide; 360,000 tested, 0.14% active; inhibition, % at 10.7 µM;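 active means mean inhibition of at least 70% across replicates, with every replicate also reaching that level; inconclusive means mean inhibition reaches 70% but some replicates fall short; inactive means mean inhibition below 70%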
Target sequence (P26447 whole entry, looked up): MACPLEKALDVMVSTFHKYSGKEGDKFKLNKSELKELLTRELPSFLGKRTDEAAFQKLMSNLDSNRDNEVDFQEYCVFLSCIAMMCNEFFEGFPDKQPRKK
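Test system – S100A4 monomer (human) · Compound – single-point compound testing · Schedule – 5 min incubation before reading · Probe or stimulus – TAMRA-labelled myosin IIA heavy-chain peptide probe, 5 nM · Benchmarks – neutral control DMSO, positive control TFP · Medium – Calcium-containing HEPES buffer, pH 7.2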
DENV2 CPE rescue = inhibitors of DENV2 cytopathic effect, primary screen, cell-based, plate reader, single concentration; DENV2-infected cells, cytopathic effect rescue; CPE inhibition, % at 9.99 µM; 350,000 tested, 1.7% active; AID 651640, 2012; in the data active means CPE inhibition above about 20%, passing the limit was not always enough; inconclusive means no clear call, values can overlap the other calls; tested in BHK-21 cells;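 further: 0% = median of neutral control wells and 100% = median of positive control wells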
PglD inh = C. jejuni PglD acetyltransferase inhibitors, primary screen, biochemical, DTNB colorimetric, single point. 360,000 tested, 0.098% active. inhibition, % at 12.5 µM. UDP-N-acetylbacillosamine N-acetyltransferase PglD (Campylobacter jejuni). purified PglD enzyme, DTNB colorimetric CoA detection; in the data active means inhibition above about 16%, passing the limit was not always enough; inconclusive means no clear call, values can overlap the other calls; further: strong numbers were not always called active
Statin myotox sup = suppressors of statin myotoxicity in C2C12 myotubes, primary screen, cell-based, single point, plate reader. C2C12 myotubes + simvastatin, ATP luminescence, 48 h; scaled: DMSO 0, geranylgeraniol control 100. rescue of ATP level, % at 7.49 µM. 330,000 tested, 0.78% active. AID 602340, 2012;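 active means mean ATP rescue above about 67%, or every replicate alone reaching that limit, limit read from the data, passing the limit was not always enough; inconclusive means no clear call, values can overlap the other calls; inactive means mean under the limit and some replicate under it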;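 further: myotubes were challenged with 10 µM simvastatin during compound exposure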
E-selectin induc = E-selectin induction in HUVECs, primary screen, imaging, HUVEC, immunofluorescence imaging, single point; normalized: neutral wells 0, TNF-alpha wells 100; activation, % at 7.58 µM; 260,000 tested, 0.37% active; AID 686992, 2013;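 active means mean E-selectin-positive cell signal at least 10% of the positive control, reached in at least 60% of replicates, without over 20% cell loss; inconclusive means no rule given, readout overlaps actives, possibly toxicity-flagged; inactive means the rest, including those meeting only one limit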;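 further: in these data hits start at about 27%; measured in HUVEC primary endothelial cells; signal is the percent of cells scored E-selectin positive by PE staining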
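assay system = HUVEC, human umbilical vein endothelial cells | input = 3,000 HUVEC seeded per well | medium = EGM-2 growth medium on 0.1% gelatin-coated wells | dosing = one compound dose added by pin transfer | signal = immunofluorescence imaging | read-out basis = % PE-positive cells | control set = TNF-alpha, DMSO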
ERp5 inh = inhibitors of ERp5-driven insulin aggregation, primary screen, biochemical, turbidity, absorbance 650 nm, single point | AID 651711, 2012 | 350,000 tested, 0.05% active | inhibition, % at 9.99 µM | 90 min;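 active means mean replicate inhibition above about 25%, with every replicate also reaching it, limit read from the data, passing the limit was not always enough; inconclusive means only one of those two criteria met; inactive means neither criterion met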
Target sequence (Q15084 whole entry, looked up): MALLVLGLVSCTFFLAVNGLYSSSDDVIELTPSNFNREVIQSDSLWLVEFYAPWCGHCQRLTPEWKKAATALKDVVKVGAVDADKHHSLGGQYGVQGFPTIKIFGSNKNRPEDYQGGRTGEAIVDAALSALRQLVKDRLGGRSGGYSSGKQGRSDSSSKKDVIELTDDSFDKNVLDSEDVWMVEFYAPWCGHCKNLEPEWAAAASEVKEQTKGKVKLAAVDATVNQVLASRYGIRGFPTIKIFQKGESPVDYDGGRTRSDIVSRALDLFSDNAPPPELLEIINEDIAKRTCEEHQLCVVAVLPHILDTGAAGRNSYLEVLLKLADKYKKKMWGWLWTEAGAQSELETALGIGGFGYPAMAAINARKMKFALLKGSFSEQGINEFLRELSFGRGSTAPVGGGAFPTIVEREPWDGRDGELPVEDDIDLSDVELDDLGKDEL
SIRT5 block = SIRT5 desuccinylase inhibitors, primary screen, biochemical, fluorescence imaging, single point, set 5 | 330,000 tested, 1.1% active | Purified SirT5, succinyl-peptide AMC, trypsin-coupled fluorescence | inhibition, % at 15 µM | NAD-dependent protein deacylase sirtuin-5, mitochondrial (Homo sapiens), Q9NXA8; in the data active means inhibition above about 15%; inconclusive means no clear call, values can overlap the other calls
Target sequence (Q9NXA8 whole entry, looked up): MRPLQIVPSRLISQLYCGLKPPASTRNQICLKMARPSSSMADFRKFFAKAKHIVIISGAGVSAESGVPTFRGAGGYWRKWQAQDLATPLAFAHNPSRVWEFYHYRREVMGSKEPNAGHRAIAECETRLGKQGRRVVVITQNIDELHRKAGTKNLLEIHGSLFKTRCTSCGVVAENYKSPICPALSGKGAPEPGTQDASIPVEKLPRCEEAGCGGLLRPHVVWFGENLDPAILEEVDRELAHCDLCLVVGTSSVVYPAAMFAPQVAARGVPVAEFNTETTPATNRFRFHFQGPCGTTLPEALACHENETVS
An asterisk follows results filed as active; u = inconclusive; x = not tested or not shown. These rows are one share of the data (hit frequency here may not be typical).

SMILES | S100A4 inh HTS | DENV2 CPE rescue | PglD inh | Statin myotox sup | E-selectin induc | ERp5 inh | SIRT5 block
O=C(c1ccc(Cl)s1)N1CCN(c2nc3ccccc3s2)CC1 | -4 | 2 | -3 | 24 | x | 4 | x
COc1ccc(N2CCN(CNC(=O)c3ccccc3)CC2)cc1 | -5 | -1 | 3 | -36 | x | -5 | -3
CCOc1ccc(CSCCNC(=S)Nc2ccc(OC)cc2)cc1 | 3 | -1 | x | x | 6.9 | -2 | 3
C=C(C)CCC(C)N1CCC(n2nccc2NC(=O)CCCc2ccccc2)CC1 (centres undefined) | -23 | -4 | -3 | 1 | x | 5 | 0
O=C(O)c1ccc2c(=O)n3c(nc2c1)/C(=C/c1ccc(Cl)c(Cl)c1)CC3 | -14 | 3 | 6 | -1 | 0.8 | 0 | -1
Cc1cc(C(=O)Nc2cccc3c2O[C@H](CN(C)Cc2ccc(C(=O)Nc4ccccc4N)cc2)[C@H](C)CN([C@H](C)CO)C3=O)n(C)n1 | x | -3 | 1 | -44 | -1.6 | x | -1
O=C(CCc1nc(-c2ccccc2F)no1)Nc1cccnc1 | 0 | -3 | 5 | x | -0.1 | -7 | -4
O=Cc1c(N2CCOCC2)nc2ccccn2c1=O | 1 | 1 | -7 | 9 | -1.0 | 4 | 3
COc1ccc([Si](C)(C)[C@@H]2[C@@H](CC(=O)N(CCO)Cc3ccccc3)O[C@]3(C(=O)N(C)c4ccccc43)[C@H]2C)cc1 | 0 | -10 | 2 | x | x | 0 | 3
NC(=O)CC(NC(=O)Cc1ccc(Cl)cc1)c1ccc(NCCc2ccccc2F)c([N+](=O)[O-])c1 (centres undefined) | 0 | -10 | -1 | -2 | 0.0 | -8 | x
CCOc1ccccc1N1CC(C(=O)Nc2cc(Cl)ccc2-n2cncn2)CC1=O (centres undefined) | 12 | -2 | 4 | -7 | -0.3 | 4 | -3
N#CC1c2ccccc2C=CN1C(=O)N(c1ccccc1)c1ccccc1 (centres undefined) | -14 | -8 | 8 | -33 | x | 1 | -5
COc1ccc(C(=O)NNC(=O)CCc2nc3ccccc3c(=O)[nH]2)cc1 | 3 | 4 | 3 | 3 | 0.1 | -11 | x
Cn1c(-c2ccc(Cl)nc2)nc2ccccc21 | 0 | 2 | 2 | -5 | 0.0 | -1 | -10
C[C@@H]1CCCCO[C@@H](CN(C)C(=O)Nc2ccc(C(F)(F)F)cc2)[C@@H](C)CN([C@H](C)CO)C(=O)c2cc(NC(=O)Nc3cccc4ccccc34)ccc2O1 | -9 | -5 | x | x | -0.2 | -5 | 2
Cc1cccn2c(=O)c3cc(C(=O)N4CC(C)CC(C)C4)sc3nc12 (centres undefined) | 0 | 4 | -2 | -8 | 0.6 | -1 | -5
CCCNC(=O)N[C@H]1CC[C@@H](CCn2cc(C3CC3)nn2)O[C@H]1CO | 16 | 6 | -1 | -2 | 0.7 | -23 | 11
c1ccc(Cn2nnc3c(NCC4CC4)ncnc32)cc1 | 2 | u | -4 | 1 | 2.9 | 2 | -5
CCCC(=O)Nc1ccc2c(c1)C(=O)N(C)C[C@H](OC)[C@H](C)CN(C(=O)c1ccccc1F)[C@H](C)CO2 | 10 | 16 | 2 | -11 | -0.2 | -4 | -7
CCCNS(=O)(=O)c1ccc(OCC(=O)NCCC2=CCCCC2)cc1 | -1 | 3 | -5 | -4 | x | 2 | -2
O=C(C[C@H]1CC[C@@H]2[C@H](COC[C@H](O)CN2Cc2cc(F)ccc2F)O1)NCc1ccc(Oc2ccccc2)cc1 | x | 3 | 1 | -9 | 0.5 | x | x
Cn1c(SCC(=O)O)nnc1-c1cccc(NC(=O)c2cccc3ccccc23)c1 | -4 | 2 | x | x | x | -1 | 0
COCCNC(=O)C[C@H]1CC[C@@H]2[C@@H](COc3ccc(NC(C)=O)cc3C(=O)N2C)O1 | x | -7 | 2 | -3 | 0.1 | x | x
COc1cc(NC(=O)c2cc(C)on2)cc(OC)c1OC | 5 | 5 | x | x | x | 0 | -1
Cc1cc(C(=O)Nc2nc(C)c(C(=O)N(C)C)s2)ccc1[N+](=O)[O-] | 4 | x | x | x | -0.2 | -3 | 2

Profiles from above:
Cc1cc(C(=O)Nc2nc(C)c(C(=O)N(C)C)s2)ccc1[N+](=O)[O-] reads S100A4 inh HTS: 4; DENV2 CPE rescue: x; PglD inh: x; Statin myotox sup: x; E-selectin induc: -0.2; ERp5 inh: -3; SIRT5 block: 2
COc1ccc(N2CCN(CNC(=O)c3ccccc3)CC2)cc1 reads S100A4 inh HTS: -5; DENV2 CPE rescue: -1; PglD inh: 3; Statin myotox sup: -36; E-selectin induc: x; ERp5 inh: -5; SIRT5 block: -3

(list continues)
SMILES | S100A4 inh HTS | DENV2 CPE rescue | PglD inh | Statin myotox sup | E-selectin induc | ERp5 inh | SIRT5 block
CC(=O)Nc1ccnn1C1CCN(C(=O)c2cccc(C)c2C)CC1 | 2 | 0 | -1 | 34 | x | 3 | -4
Cn1ccnc1COc1ccc(C=O)cc1 | -2 | 8 | 2 | 0 | x | 2 | -2
COc1ccc2oc(C(=O)OCc3c(C)noc3C)c(C)c2c1 | 6 | -1 | x | x | x | 1 | -3
C=CCOC1=CS(=O)(=O)N(Cc2ccc(Br)cc2)c2ccc(Br)cc21 | 4 | -1 | -3 | 33 | x | 3 | -5
Cn1c(=O)[nH]c(N)c(Br)c1=O | -2 | -5 | -2 | -7 | 0.9 | 1 | -1
Cc1ccc(S(=O)(=O)NCC(=O)OCC(=O)NCCc2ccccc2)cc1 | 1 | -8 | -3 | 2 | 0.2 | 10 | 5
O=C(CCCc1nc2ccccc2s1)Nc1ccc(N2CCOCC2)cc1 | -7 | -2 | x | x | x | 2 | 1
CS(=O)(=O)N(Cc1cccc(CN(C(C(=O)O)c2ccccc2)S(C)(=O)=O)c1)C(C(=O)O)c1ccccc1 (centres undefined) | 4 | -1 | 0 | -6 | -0.7 | -3 | x
O=C(NC(=O)N1CCOCC1)c1ccccc1 | -2 | x | 1 | x | x | 2 | -2
CC(=O)c1cccc(NC(=O)c2cc(=O)c3ccccc3o2)c1 | -3 | 1 | -4 | -4 | -0.2 | -7 | -3
CN(Cc1cc2cc(F)ccc2[nH]1)Cc1nc(-c2cnccn2)no1 | 21 | -5 | -5 | 16 | x | 16 | 0
COCCNc1ncnc2c1ncn2[C@H]1CN(Cc2ccc(-c3ccccc3)cc2)C[C@@H](CO)O1 | -2 | -9 | -3 | 3 | -0.2 | -5 | -5
C=CCNC(=O)C1CC1(c1cccc(C)c1)c1cccc(C)c1 (centres undefined) | -2 | -1 | -1 | x | -0.1 | 2 | -1
CN(C)S(=O)(=O)Oc1ccc(C(=O)Nc2ccc([N+](=O)[O-])cc2)cc1 | 3 | -8 | -1 | -10 | x | 1 | 1
Fc1ccc(OCc2nc(-c3ccc(Br)o3)no2)c(F)c1 | -4 | -7 | 2 | 2 | 0.3 | 6 | -3
C[C@H]1CN([C@@H](C)CO)C(=O)c2cccc(NC(=O)c3ccncc3)c2O[C@@H]1CN(C)C(=O)Nc1ccc(F)cc1 | 3 | -3 | 12 | 12 | 0.1 | 0 | 3
CCCCN1C(=O)C(CC(=O)NCC2CCCCC2)CC(C(=O)N(C(C)C)C(C)C)=C1C (centres undefined) | 5 | 11 | -1 | -14 | 5.0 | 0 | 1
Cc1cc(N2CCOCC2)nc2ccc(NC(=S)N3CCN(c4ccccc4)CC3)cc12 | 0 | -1 | x | x | 16 | 2 | -15
COc1ccc(N(CC(=O)NCc2ccc(F)cc2)C(=O)Cn2nnc(-c3ccc(C)o3)n2)cc1OC | 5 | -2 | -5 | 21 | x | 2 | -1
C[C@@H]1CN([C@@H](C)CO)C(=O)c2cc(NC(=O)CCCN(C)C)ccc2O[C@@H]1CN(C)Cc1ccc2c(c1)OCO2 | 19 | -10 | x | x | 1.5 | 14 | -3
CCN(CC)C(=O)CN(C#N)c1nc(C)cc(C)n1 | -1 | 1 | -8 | 0 | x | 3 | 0
O=C(/C(=N/O)c1ccccc1)c1ccccc1 | -4 | -8 | 2 | -18 | x | -3 | 0
C[C@@H]1CCCCO[C@H](CN(C)S(=O)(=O)c2ccccc2)[C@H](C)CN([C@@H](C)CO)C(=O)c2cc(NS(=O)(=O)c3cccs3)ccc2O1 | -53 | x | 0 | x | x | 0 | 6
COc1ccc(C(C)=O)cc1Cn1nc(C)c([N+](=O)[O-])c1C | 6 | 3 | 1 | -3 | x | 2 | 0
Cc1ccc(C23CC4CC(CC(C(=O)N5CCOCC5)(C4)C2)C3)cc1 | 3 | -7 | -3 | -5 | x | -10 | -2

Single values from above:
`C[C@@H]1CCCCO[C@H](CN(C)S(=O)(=O)c2ccccc2)[C@H](C)CN([C@@H](C)CO)C(=O)c2cc(NS(=O)(=O)c3cccs3)ccc2O1` – PglD inh = 0
`CCCCN1C(=O)C(CC(=O)NCC2CCCCC2)CC(C(=O)N(C(C)C)C(C)C)=C1C` (centres undefined) – SIRT5 block = 1

Going on with the list.
SMILES | S100A4 inh HTS | DENV2 CPE rescue | PglD inh | Statin myotox sup | E-selectin induc | ERp5 inh | SIRT5 block
CC1=C(C(=O)OCC(C)C)C(c2ccc(Br)s2)NC(=O)N1 (centres undefined) | 7 | -4 | x | 12 | x | 0 | 1
COc1ccc(CN2CC3(CN(Cc4ccccc4OC)C3)c3c([nH]c4cc(OC)ccc34)[C@H]2CO)cc1 | 4 | 15 | x | x | -0.4 | -7 | x
O=C(C[C@@H]1CC[C@@H]2[C@H](COC[C@H](O)CN2C(=O)c2ccccc2)O1)Nc1ccccc1 | x | -7 | -1 | -11 | 0.0 | x | x
CN(C)/C=N/c1nc2nccc(-c3cccc(Cl)c3)n2n1 | 27 | -3 | x | x | 0.0 | -3 | -5
Cc1ccc(C2(c3ccc(C)cc3)NC(=O)N(CC(=O)NCCCN3CCCC3=O)C2=O)cc1 | -6 | -10 | -4 | 16 | x | -5 | 1
COc1ccc(S(=O)(=O)N[C@@H]2CC[C@H](CC(=O)N3CCC(Cc4ccccc4)CC3)O[C@@H]2CO)cc1 | 2 | 1 | 3 | 18 | -1.7 | 6 | 1
Cc1ccc(/C(O)=C2\C(=O)C(=O)N(CC(C)O)C2c2ccccn2)cc1 (centres undefined) | -6 | 3 | -2 | 5 | 0.8 | -1 | 1
Cc1cccc(C)c1N(CC(=O)N(C)Cc1ccccc1)S(C)(=O)=O | -4 | 4 | -1 | -7 | x | 0 | -3

Some of these compounds in order of length of the SMILES, smallest number first:
SMILES | S100A4 inh HTS | DENV2 CPE rescue | PglD inh | Statin myotox sup | E-selectin induc | ERp5 inh | SIRT5 block
Cc1cccn2c(=O)c3cc(C(=O)N4CC(C)CC(C)C4)sc3nc12 (centres undefined) | 0 | 4 | -2 | -8 | 0.6 | -1 | -5
C=CCOC1=CS(=O)(=O)N(Cc2ccc(Br)cc2)c2ccc(Br)cc21 | 4 | -1 | -3 | 33 | x | 3 | -5
Cc1ccc(/C(O)=C2\C(=O)C(=O)N(CC(C)O)C2c2ccccn2)cc1 (centres undefined) | -6 | 3 | -2 | 5 | 0.8 | -1 | 1
O=C(O)c1ccc2c(=O)n3c(nc2c1)/C(=C/c1ccc(Cl)c(Cl)c1)CC3 | -14 | 3 | 6 | -1 | 0.8 | 0 | -1
COCCNc1ncnc2c1ncn2[C@H]1CN(Cc2ccc(-c3ccccc3)cc2)C[C@@H](CO)O1 | -2 | -9 | -3 | 3 | -0.2 | -5 | -5
